# Screening data from PubChem.
# RGS4 inhibitor = inhibitors of human regulator of G protein signaling 4; P49798; Transcreener GDP fluorescence polarization, RGS4-accelerated GTP hydrolysis; Potency, µM (highest dose often 114 µM), for the others: at the top dose activity change, negative = inhibition, most hits filed as inhibitors; actives 0.039% (n = 390,000); AID 504845; also: potency is read from the fitted curve at half-maximal effect; % is scaled to controls: 0 for no effect and ±100 for the full control effect; nearly all actives have a fitted effect of over 75% in size; some results filed as inactive show a strong effect at the top dose
# Target sequence (P49798 whole entry, looked up): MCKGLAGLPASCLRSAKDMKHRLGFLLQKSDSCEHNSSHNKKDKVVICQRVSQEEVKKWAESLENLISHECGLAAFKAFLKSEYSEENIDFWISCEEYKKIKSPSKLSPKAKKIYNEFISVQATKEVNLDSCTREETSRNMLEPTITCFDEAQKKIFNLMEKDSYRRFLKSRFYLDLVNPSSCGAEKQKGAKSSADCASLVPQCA
#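 MLSMR compounds (23 nl, pin-transferred) preincubated 10 min at room temperature with a 500nM (2x) first reagent, then RGS4 at 900nM (2x) plus Transcreener GDP mix added; fluorescence polarization (620/688 nm) read before and after 90 min at 30 °C.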
# POLK inh = DNA polymerase kappa (human) inhibition. Potency, µM (titrated, usually from 107 µM), for inactives: at the top dose activity, negative = inhibition, most hits filed as inhibitors. Q9UBT6. actives 0.53% (n = 400,000). AID 588579. purified Pol kappa, fluorescent DNA synthesis assay, 10 min; also: potency is read from the fitted curve at half-maximal effect; % is scaled to controls: 0 for no effect and ±100 for the full control effect
#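 50 nM final substrate added after 15 min RT preincubation of 10 nM Pol kappa with compound; fluorescence read at 0 and 10 min.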
# ERG Ets-DNA blk = ERG Ets/DNA interaction inhibition. P11308. fluorescence polarization, His-ERG Ets domain / labelled DNA. Potency, µM (top dose mostly 76.9 µM), inactives show top-dose FP activity, negative = inhibition, hits mostly inhibitors. actives 0.028% (n = 370,000). AID 624246; active = well fitted inhibition curve with a large enough effect in the polarisation, with a control signal flat; inconclusive = small, poorly fitted or top-dose-only effect, or effect the other way, or a change in a side signal; inactive = no such curve, though single readings can be large or run the other way; the % refers to the polarisation;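 also: polarization taken with two DNA probes labelled with fluorescein and Texas red; potency is read from the fitted curve at half-maximal effect; % of control where 0% means no effect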
# Target sequence (P11308 whole entry, looked up, the tested form may be a part): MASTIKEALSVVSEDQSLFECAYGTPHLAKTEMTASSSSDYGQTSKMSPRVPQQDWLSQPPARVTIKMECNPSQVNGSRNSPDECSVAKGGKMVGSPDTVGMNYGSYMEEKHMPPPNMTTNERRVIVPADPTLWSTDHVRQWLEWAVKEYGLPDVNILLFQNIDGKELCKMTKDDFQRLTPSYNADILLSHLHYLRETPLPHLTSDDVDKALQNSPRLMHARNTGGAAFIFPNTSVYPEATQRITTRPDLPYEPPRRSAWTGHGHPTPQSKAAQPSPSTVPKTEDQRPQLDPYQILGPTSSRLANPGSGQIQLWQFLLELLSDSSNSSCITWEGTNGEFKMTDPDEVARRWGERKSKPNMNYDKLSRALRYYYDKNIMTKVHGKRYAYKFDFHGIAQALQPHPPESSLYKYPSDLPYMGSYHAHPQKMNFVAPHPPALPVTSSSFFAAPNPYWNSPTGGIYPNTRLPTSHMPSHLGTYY
#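 His-tagged ERG Ets domain (1 uM in the protein solution; 300mM KCl, 50mM Tris-HCl, 1mM EDTA, 1mM DTT, pH 7.5) received compound, then a probe mix of 5 nM fluorescein-DNA and 100nM Texas-615-DNA. Fluorescence polarization was read for both dyes.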
# Pol eta inh = inhibitors of human DNA polymerase eta; recombinant Pol eta, fluorescent DNA replication assay; Potency, µM (top dose mostly 114 µM), for the others: at the top dose activity change, negative = inhibition, usual class: inhibitors; actives 1.2% (n = 390,000); also: potency is read from the fitted curve at half-maximal effect; % is scaled to controls: 0 for no effect and ±100 for the full control effect
#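 Pol eta at 10 nM preincubated with compounds 15 min at room temperature; reaction started with fluorescent substrate (50 nM final) and read kinetically at 0 and 10 min.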
# 12-LOX inh = inhibitors of human 12S-lipoxygenase ALOX12; P18054; purified 12hLO, xylenol orange hydroperoxide absorbance; Potency, µM (titrated, usually from 108 µM), for inactives: at the top dose activity change, negative = inhibition, usual class: inhibitors; actives 1.1% (n = 580,000); also: potency is read from the fitted curve at half-maximal effect; % is scaled to controls: 0 for no effect and ±100 for the full control effect
#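 Purified human 12hLO (150 nM final) in 25 mM Hepes, 0.01% Triton X-100, pH 7.0 was preincubated 15 min at room temperature with compound. Then 40 uM arachidonic acid was added, 30 min. Hydroperoxide was read by Fe-XO absorbance ratio 573/405 nm.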
# APEX1 inh = blocks human APE1 abasic DNA cleavage | actives 0.35% (n = 350,000) | recombinant APE1, TAMRA/BHQ-2 abasic DNA cleavage fluorescence | Potency, µM (series often up to 65.8 µM), for inactives: top-dose activity change, negative = inhibition, hits mostly inhibitors;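 also: potency is read from the fitted curve at half-maximal effect; plate controls were vehicle for no effect and reference inhibitor for full effect; nearly all actives have a fitted effect of over 55% in size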
# Target sequence (P27695 whole entry, looked up): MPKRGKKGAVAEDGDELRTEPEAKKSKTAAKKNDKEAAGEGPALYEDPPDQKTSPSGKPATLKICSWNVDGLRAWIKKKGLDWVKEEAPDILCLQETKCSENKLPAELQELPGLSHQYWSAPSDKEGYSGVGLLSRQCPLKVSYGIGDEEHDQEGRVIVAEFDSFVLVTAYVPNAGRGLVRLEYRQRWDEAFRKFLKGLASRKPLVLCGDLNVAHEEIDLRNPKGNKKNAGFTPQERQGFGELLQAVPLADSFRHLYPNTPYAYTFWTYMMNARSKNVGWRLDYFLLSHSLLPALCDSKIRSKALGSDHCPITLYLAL
#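 Enzyme (0.75 nM final) and test compound are incubated 15 min at room temperature before adding 50 nM quenched THF abasic-site duplex. Cleavage dequenches TAMRA, followed at 525/598 nm over three reads one minute apart.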
# LDHA block = inhibitors of human lactate dehydrogenase A | P00338 | purified LDHA, NADH/diaphorase-resazurin fluorescence; stronger effect = lower value | actives 0.15% (n = 480,000) | activity change, % (values are at about 110 or 230 µM) | AID 1347041; in the data active = activity change below about -30%; inconclusive = mostly about -25% to -30%;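 also: plate controls were DMSO wells for no effect and wells without enzyme for full effect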
#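 Enzyme activity of human lactate dehydrogenase 5 (2 nM; 0.06 mM NADH, 0.2 mM pyruvate, 5 min, RT) is measured via a resazurin/diaphorase fluorescence readout of residual NADH.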
# Anesthetic bind = binds horse apoferritin like a general anesthetic | actives 0.074% (n = 350,000) | Potency, µM (doses to about 77.5 µM), for inactives: top-dose activity change, negative = displacement, most hits filed as inhibitors | apoferritin/1-aminoanthracene competitive binding, fluorescence | AID 485281 | P02791; also: potency is read from the fitted curve at half-maximal effect; % is scaled to controls: 0 for no effect and ±100 for the full control effect; nearly all actives have a fitted effect of over 20% in size
#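 Read-out: endpoint 1-AMA fluorescence, excitation 380 nm and emission 535 nm, after compounds sit 10 min at room temperature with 10 uM horse-spleen apoferritin in 50% saturated 1-AMA/PBS. Values come from four-parameter Hill fits.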
# POLB inh = blocks human DNA polymerase beta activity; P06746; Pol beta primer extension/strand displacement, fluorescence kinetic; Potency, µM (doses to about 114 µM), without a hit: at the top dose activity change, negative = inhibition, most hits filed as inhibitors; actives 1.3% (n = 340,000); AID 485314; also: potency is read from the fitted curve at half-maximal effect; % is scaled to controls: 0 for no effect and ±100 for the full control effect
#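 10 nM enzyme + cpd, 15 min RT; start with substrate 50 nM final; read 0 min and after 10 min RT. Corrected, normalized data; 4-parameter Hill curve fit.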
# Active calls of the source: *; u = inconclusive; x = not tested or not shown; & = joins results of further samples; [ ] = remark or other dose. Unless noted, calls follow the shape of the dose curve; as a rule, active = well fitted curve in the direction sought with a large enough effect; inconclusive = small, poorly fitted or top-dose-only effect, or another doubt; inactive = no such curve, though single readings can be large; an effect the other way counts as inactive or inconclusive. The list is partial, so the mix of outcomes need not match the whole.
SMILES,RGS4 inhibitor,POLK inh,ERG Ets-DNA blk,Pol eta inh,12-LOX inh,APEX1 inh,LDHA block,Anesthetic bind,POLB inh
O=C(NCCN1CCOCC1)c1ccccc1N1C(=O)[C@@H]2Cc3c([nH]c4ccccc34)C(c3ccc(F)cc3)N2C1=O (stereo not given in full),5%,13%,-6%,-8%,u,-17%,4,-13%,9%
CN(C)CCNC=C(C(=O)Nc1ccc(Cl)cc1Cl)C(=O)Nc1ccc(Cl)cc1Cl,-10%,-4%,-7%,-27%,u,0%,-1,-2%,1%
COC(=O)N/N=C/c1c[nH]c2ccccc12,18%,-3%,0%,-16%,32%,-6%,-6,2%,25%
CCCOc1ccc(S(=O)(=O)NCCN2CCOCC2)c2ccccc12,-15%,-7%,-1%,-10%,-1%,0%,-8,2%,-11%
CCCCNC(=O)CC1Nc2ccccc2NC1=O (stereo not given),7%,-8%,2%,-18%,u,9%,-5,11%,-14%
O=C(NC1CCCCC1)c1ccc(CSc2nc3cccnc3n2Cc2ccccc2F)cc1,-11%,-6%,10%,-10%,-2%,x,2,3%,1%
CCn1c(Cc2ccccc2)nnc1SCc1ccc([N+](=O)[O-])cc1,10%,-8%,-3%,-19%,-4%,-2%,-6,-14%,-2%
O=C(/C=C/c1cccc(F)c1)Nc1cc(S(=O)(=O)N2CCOCC2)ccc1N1CCCC1,-14%,-3%,7%,-18%,5%,0%,5,-1%,u
O=C(Cc1ccccc1[N+](=O)[O-])N/N=C/c1cccnc1,-19%,-9%,7%,-22%,9%,17%,-9,-16%,2%
Cc1ccc(C)c(/C(O)=C2\C(=O)C(=O)N(CCCn3ccnc3)C2c2ccncc2)c1 (stereo not given),1%,-6%,-9%,3%,-26%,-8%,-1,-11%,u
Cc1ccc(NS(=O)(=O)c2ccc3[nH]c4c(c3c2)CCCC4)cc1N(C)C,19%,-15%,-3%,-17%,u,x,-1,-5%,18%
Cc1cc2nc(N)sc2cc1[N+](=O)[O-],-10%,-2%,x,-12%,-8%,-2%,-1,u,2%
O=C(NC1CCCCC1)C(c1ccccc1)N1CCOCC1 (stereo not given),27%,-10%,-2%,-23%,143%[activator],3%,-3,-8%,14%
CN(C(=O)COC(=O)c1nc(Cl)c(Cl)c(Cl)c1Cl)C1CCS(=O)(=O)C1 (stereo not given),-16%,-18%,4%,u,-18%,13%,1,-7%,11%
Cc1ccc(S(=O)(=O)N(C)S(=O)(=O)c2ccc(C)cc2)cc1,15%,-14%,9%,u,0%,-1%,1,x,x
Cc1ccc2scc(N3CCN(c4ccccc4)CC3)c(=O)c2c1,-22%,-1%[60.1 µM],3%,-21%,-13%,x,6,-20%,-8%
CCOc1c(Br)cc(C(N)=O)cc1OCc1ccccc1,-4%,-6%,1%,-22%,-5%,-2%,1,-20%,9%
NC(=O)c1c(NC(=O)CS(=O)(=O)c2ccc(Cl)cc2)sc2c1CCCC2,17%,-16%[60.1 µM],3%,-12%,u,x,-9,12%,5%
O=C(O)CCc1ccc(-c2ccccc2)n1-c1cccc(C(=O)O)c1,-12%,-11%,24%,6%,284%[activator],29%,-1,3%,2%
COc1cc2[nH]c(=S)nc(NCc3ccccc3)c2cc1OC,-41%,-20%,-5%,-19%,u,26%,-4,-14%,-2%
CCNC(=S)NS(=O)(=O)c1ccc(F)cc1,-5%,-1%,0%,-1%,u,5%,-9,3%,8%
COc1ccc(-c2cn[nH]c2C)cc1OC,31%,-12%,-2%,7%,20%,-1%,0,1%,-1%
Cc1nc2scc(C)n2c(=O)c1S(=O)(=O)Nc1ccc(N2CCN(S(C)(=O)=O)CC2)cc1,-61%[56.9 µM],-11%&-40%,-6%&-1%,u,6%&-21%,8%,2&5,u,u
COC(=O)c1ccc(/C=N/NC(=O)c2ccc3nc[nH]c3c2)cc1,-18%,-20%,10%,-16%,-4%,-19%,-9,-6%,6%
Cc1ccc(Cn2ccc(NC(=O)c3cc(C(C)C)on3)n2)cc1,0%,-20%,-1%,-13%,15%[57.4 µM],2%,-1,u,0%
Cc1ccccc1-c1nnc(SCC(=O)Nc2cccc(C)c2C)o1,-32%,3%,-1%,-11%,-7%,-3%,0,6%,-1%
O=C(NNC(=O)c1ccc(Br)s1)NC1CCCCC1,-16%,-16%,-1%,-10%,-8%,-10%,-7,-2%,22µM*
C[C@H](NC(=O)N1CCn2c1nc1ccccc12)C(=O)NC1CC1,15%,2%,0%,-21%,9%,19%,-4,-6%,16%
COCCNc1nc(N)c([N+](=O)[O-])c(NCc2ccccc2)n1,3%[56.9 µM],7%,0%,-7%,-15%,-10%,5,-5%,43%
CCOC(=O)CC(=O)CSc1nc2ccsc2c(=O)n1Cc1ccccc1,-6%,-6%[60.1 µM],0%,-10%,u,x,-3,5%,-2%
BrC(=C\c1ccccc1)/C=N/Nc1ccc2nncn2n1,u,-23%,-5%,50µM*,-12%,-10%,-11,-12%,u
CN1C(=O)CC(N2CCC(C(N)=O)(N3CCCCC3)CC2)C1=O (stereo not given),25%,5%,-16%,-9%,0%,3%,5,4%,u
COc1cccc(NC(=O)CN(C)C(=O)CSc2nc(C)cc(C)n2)c1,-15%,2%,1%,-18%,181%[activator],9%,-1,x,x
COc1cc(C(=S)N2CCCC2)ccc1OS(=O)(=O)c1ccc(NC(C)=O)cc1,15%[11.4 µM],-8%,-4%,0%,1%,13%,-3,-13%,-2%
Cc1cc(C(=O)NCCN2CCOCC2)ccc1[N+](=O)[O-],0%,-10%,-1%,7%,-4%,-2%,-5,-5%,9%
COc1ccc(NC(=O)c2cc(C(C)C)on2)c(OC)c1,16%,-12%,1%,-7%,-25%,-1%,-1,-8%,-20%
O=C1CCCN1CCCN1CC(C(=O)N(CCO)Cc2ccccc2)CCC1=O (stereo not given),7%,-12%,3%,-17%,0%,5%,0,-1%,23%
O=C(Nc1ccc(OCc2ccccc2)cc1)Nc1cccnc1,9%,1%,-6%,5%,-12%,3%,-9,-4%,38%
Cc1nn(C)c(C)c1C(C)NC(=O)c1ccc(OC2CCN(Cc3ccccn3)CC2)cc1 (stereo not given),25%,-13%,-5%,-2%,-2%,-21%,1,-2%,-19%
Cc1cccc(CCNC(=O)c2cc(S(=O)(=O)N3CCCCC3)c[nH]2)c1,-6%&-7%,5%&-6%,-7%&0%,-13%&-23%,3%&-12%,-1%,-1&1,u,10%&-1%
O=C(COC(=O)C(c1ccccc1)c1ccccc1)NCc1ccco1,-26%,-10%,-2%,-10%,-28%,-7%,-2,-2%,1%
CCn1cc(C(=O)NCc2ccccc2OC)c(=O)c2cc(S(=O)(=O)N3CCCCCC3)ccc21,3%,-14%,-27%,u,-21%,x,-4,-21%,-4%
O=C(c1cnn2c(C(F)(F)F)cc(-c3ccccc3)nc12)N1CCCc2ccccc21,3%,-4%,0%,9%,19%,-2%,-3,-9%,0%
Cc1nc(NC(=O)CN2CCOCC2)sc1-c1ccccc1,31%,-10%,1%,-23%,144%[activator],1%,-1,-8%,0%
O=C1[C@H]2[C@H](C=CC[C@H]2C(=O)N2CCOCC2)CCN1Cc1ccccc1,14%,-14%&5%,0%,-11%,-3%,x,-9,x,x
NS(=O)(=O)c1ccc(CNC(=O)c2cc(-c3ccccn3)nc3ccc(Cl)cc23)cc1,-20%,-9%,9%,u,-25%,-3%,0,-10%,0%
CCOc1ccc(NS(=O)(=O)c2ccc(C(=O)NCC(c3ccc(OC)cc3)N3CCOCC3)cc2)cc1 (stereo not given),-5%,u,7%,-9%,-14%,-12%,-4,x,x
CC(C)C(NC(=O)c1cccs1)c1nnc(SCC(=O)Nc2nccs2)n1C (stereo not given),24%,-4%,-15%,-9%,u,2%,-7,5%,-1%
CC(C)(C)C(=O)OCc1nc(-c2ccc(O)c(O)c2)cs1,-33%,u,-9%,14µM*,u,u,31,-20%,u
O=C(c1cc(COc2ccc(F)c(F)c2)on1)N1CCN(C/C=C/c2ccccc2)CC1,2%[11.4 µM],8%,1%,-17%,-6%,-4%,1,-17%,10%
N=c1c(C(=O)NCC2CCCO2)cc2c(=O)n3ccccc3nc2n1C1CCCCC1 (stereo not given),-4%,1%,1%,-10%,-26%,68%[activator][12.4 µM],-3,56%[activator],8%
COc1ccc(NC(=S)NCCc2ccccc2OC)c(OC)c1,11%,-9%,-1%,-18%,-28%,-2%,-2,u,4%
CCOC(=O)CSc1nc(Cc2ccccc2)nc2ccccc12,2%,-8%,7%,-13%,0%,2%,-14,-21%,-20%
CC(=O)Nc1ccc(NC(=O)CSc2nc3[nH]ncc3c(=O)n2-c2ccccc2)cc1,29%,-16%,-8%,1%,-1%,74%,-2,-6%,-19%
CCc1[nH]nc2c1C1(C(=O)N(Cc3ccccc3)c3ccccc31)C(C#N)=C(N)O2 (stereo not given),14%,-14%,x,-7%,-17%,0%,3,6%,2%
Cc1cc(C)c(N=Cc2c(O)c3ccccc3oc2=O)c(C)c1,-16%,-16%,-3%,-4%,5%,-8%,-6,-5%,41%

# 3 compounds from above, ordered by formula weight, smallest number first.
SMILES,RGS4 inhibitor,POLK inh,ERG Ets-DNA blk,Pol eta inh,12-LOX inh,APEX1 inh,LDHA block,Anesthetic bind,POLB inh
O=C(NC1CCCCC1)C(c1ccccc1)N1CCOCC1 (stereo not given),27%,-10%,-2%,-23%,143%[activator],3%,-3,-8%,14%
COCCNc1nc(N)c([N+](=O)[O-])c(NCc2ccccc2)n1,3%[56.9 µM],7%,0%,-7%,-15%,-10%,5,-5%,43%
COc1cc2[nH]c(=S)nc(NCc3ccccc3)c2cc1OC,-41%,-20%,-5%,-19%,u,26%,-4,-14%,-2%
